TAG inh – inhibitors of triacylglycerol accumulation | H9c2 cells, Nile Red lipid (TAG) fluorescence; cells loaded with 200 µM oleic acid | inhibition, % at 12.5 µM | 0.66% of 230,000 active | AID 651582;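 active = pattern-corrected inhibition of lipid staining of at least 50% with the nuclear-stain viability signal not falling by more than 50%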;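 note: 0% = DMSO wells and 100% = triacsin C control wells; some results filed as inactive read as strong as hits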
TAG inh DAPI viability – also measured in TAG inh; calls as there; DAPI nuclei signal change (viability), lower = more cytotoxic, %;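 whole-well DAPI fluorescence read on a plate reader as a viability signal; minus 50 percent equals half of cells still viable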
Active calls of the source: *.

Compound	TAG inh	TAG inh DAPI viability
COc1cccc(C(=O)N/N=C/c2ccc(OC3CSC3)cc2)c1	-14	-1
COC(=O)COc1c(Cl)cc(Cl)c2ccc(C)nc12	-3	-6
CCC(COC)NCc1cn(-c2ccc(F)cc2F)nc1-c1ccccc1C (stereo not given)	6	16
Cc1cccc(OCC(=O)N2CCC3(CC2)CC(=O)c2ccccc2O3)c1	-4	-3
COc1ccc(NC(=O)Nc2cccc3ccccc23)c(OC)c1	19	-3
Cc1c(C(=O)N2CCOCC2)oc2ccccc12	1	0
NC(CO)C(=O)NNCc1ccc(O)c(O)c1O (stereo not given)	-21	-1
COc1ccccc1NC(=O)C1CCC(CNc2c(N3CCCCC3)c(=O)c2=O)CC1 (stereo not given)	13	-4
COc1cccc(/C=N/NC(=O)c2cccs2)c1	-3	21
CC(=O)c1cn(-c2ccc(Cl)cc2)c(=O)n(Cc2ccc(F)cc2)c1=O	16	-14
COc1ccc(C(CCN2CCCC(C)C2)c2c(OC)cc(OC)c3c(-c4ccccc4)cc(=O)oc23)cc1 (stereo not given)	103	-58
CC(=O)N1CC2(CC(c3ccccc3F)=NO2)CN1c1ccc(Cl)cc1 (stereo not given)	1	1
COC(=O)c1cn(NC(=O)c2cc([N+](=O)[O-])ccc2F)c(=O)c2ccccc12	12	-4
CC(C)CN(C(=O)CSc1n[nH]c(-c2cccs2)n1)C1CCS(=O)(=O)C1 (stereo not given)	-8	3
COc1ccc(CC(=O)NCC(=O)N/N=C/c2sccc2C)cc1	-3	1
Nc1[nH]n2c(=O)c3c(nc2c1N=Nc1ccc(Cl)cc1)CCCC3	-5	2
O=C(CN1CCCCC1)N/N=C/c1ccccc1Br	2	-5
CC(=O)Nc1ccc(C(=O)/C=C/c2ccc[nH]2)cc1	-3	7
O=C(Nc1cccc(C(=O)O)c1)/C(=C\c1ccc2c(c1)OCO2)NC(=O)c1ccc(Br)o1	5	-1
Cc1ccccc1-c1nc2ccccc2c(=O)n1/N=C/c1ccc([N+](=O)[O-])cc1	-10	4
C/C(CC(=O)Nc1ccc(Cl)cc1)=N\NC(=O)C(=O)N1CCCCC1	4	-3
CC12CCC(=O)N1C(C(=O)N1CCN(S(=O)(=O)c3ccc(F)c(F)c3)CC1)CS2 (stereo not given)	5	4
COc1ccccc1NC(=O)c1nnn(CC(=O)Nc2ccccc2)c1N	5	1
O=C(NCc1ccco1)c1c(O)c2cccc3c2n(c1=O)CCC3	-20	17
CSc1ccc(CN2CCC(C)(Oc3cnc(Cl)c4ccccc34)C2)cc1 (stereo not given)	-16	8
O=C(CSc1ccc(-c2cccnc2)nn1)N1CCCC1	-6	2
Cc1ccc(S(=O)(=O)N(CC(=O)Nc2ccc(C(N)=O)cc2)C(=O)N2CCN(C)CC2)cc1	3	8
C=CC[C@H](CC(=O)N(CCO)Cc1ccccc1)C(=O)NC[C@@H](OC(=O)[C@@H](CC=C)Cc1ccc(F)cc1)c1ccccc1	-4	2
CC(=O)Nc1cccc(C(=O)N2CCN(Cc3ccccc3)CC2)c1	9	-33
NC(=O)COC(=O)CC1CC2CCC1C2 (stereo not given)	-3	-4
O=C(CSc1nnc(-c2ccc([N+](=O)[O-])cc2)o1)Nc1ccccn1	3	0
O=C(N/C(=C/c1ccco1)C(=O)N1CCOCC1)c1ccc([N+](=O)[O-])cc1	6	0
O=C1c2ccccc2C(=O)N1CC1=CCS(=O)(=O)C1	0	-15
O=S(=O)(/C=C/c1ccccc1)N1CCOCC1	1	-3
CNC(=O)c1cc(S(=O)(=O)N2CC(C)OC(C)C2)ccc1N1CCOCC1 (stereo not given)	-14	6
CCCC(=O)n1nc(-c2cccnc2)nc1NCc1ccc(OC)cc1	-10	5
COc1ccc([N+](=O)[O-])cc1NC1C2CC3CC(C2)CC1C3 (stereo not given)	22	-21
O=[N+]([O-])c1ccccc1OCCCN1CCc2ccccc2C1	-4	5
CCN(CC)CCCNC(=O)c1cc(-c2ccc(O)cc2)on1	7	-6
CC(=O)NCCNc1nc2cc(-c3ccccc3CO)sc2c(=O)n1C	-7	5
COc1cc(NC(=O)COC(=O)Cn2cnc3c2c(=O)n(C)c(=O)n3C)cc(OC)c1	9	-1
Nc1cc(Cl)ccc1C(=O)OCC(=O)NCC1CCCO1 (stereo not given)	2	-2
CCOC(=O)C(NC(=O)c1cccc(Cl)c1)(Nc1sc2c(c1C(N)=O)CCC2)C(F)(F)F (stereo not given)	-1	-13
COc1ccc(NC(=O)N(C)C[C@H]2Oc3ccc(NS(=O)(=O)c4cccs4)cc3C(=O)N([C@H](C)CO)C[C@@H]2C)cc1	3	3
COc1ccccc1NC(=O)Nc1ccc2c(c1)nc(C)n2C	-16	11
COc1ccc(-c2[nH]nc(-c3ccccc3)c2-c2nc3ccccc3[nH]2)cc1	19	-4
Cc1ccc(NC(=O)COC(=O)Cc2c[nH]c3ccccc23)cc1	6	-3
COCCCNC(=O)c1cc2c(-c3ccc(Cl)cc3)nn(C)c2s1	43	-10
Cc1cc(S(=O)(=O)N2CCN(C(=O)CCC(=O)N3CCOCC3)CC2)ccc1Br	-3	-3
Cc1ccc(C(=O)N2CCN(c3ncccn3)CC2)cc1NC1=NC2CS(=O)(=O)CC2S1 (stereo not given)	1	-6
O=C(Cn1cncn1)NCc1ccc(Cl)cc1	0	-11
COc1ccc(/C=C2/CSC/C(=C/c3ccc(OC)c(OC)c3)C2=O)cc1OC	37	-19
CCc1cccc(OCCOC(=O)CNS(=O)(=O)c2ccc(NC(C)=O)cc2)c1	-12	10
O=C1CC(c2ccco2)CC(O)=C1C=NCC1NCCc2ccccc21 (stereo not given)	5	-6
Cc1cc(C)c2oc(-c3ccc(C)c(NC(=S)NC(=O)/C=C/c4ccco4)c3)nc2c1	15	-5
Cc1cccc(NC(=O)c2cc(S(=O)(=O)N3CCOCC3)cn2C)c1C	5	-7

Additional results follow.
Compound	TAG inh	TAG inh DAPI viability
CN(C)c1nc(C#N)nc(N(C)C)n1	12	-14
Cn1cccc1/C=C1\SC(=S)N(NC(=O)c2ccc(F)cc2)C1=O	-10	6
CCCCC(=O)N(C)c1c(CC)nc2c(OCCC)cccn12	-6	7
CCN(CC)CC(=O)NC12CC3CC(CC(C3)C1)C2	-2	3
COc1ccc(C(=O)NC(CCSC)C(=O)NC2CC2)cc1 (stereo not given)	-11	13
O=C1NC(Cc2ccccc2)C(=O)N1CC(=O)N1CCCc2ccccc21 (stereo not given)	-5	-2
CNC(=O)C[C@H]1C(=O)N(c2ccc(OC)cc2)C[C@@H]1Cc1ccccc1	3	-6
CN(c1cccc(NC(=O)CN(c2cccc(Cl)c2)S(=O)(=O)c2ccccc2)c1)S(C)(=O)=O	-25	-7
Cc1ccc(OCC(=O)Nc2ccncc2)c(C)c1	-18	-4
COc1cc(/C=C/C(=O)OCC(=O)Nc2cc(S(=O)(=O)N(C)C)ccc2Cl)ccc1O	5	8
COCCNC(=O)C1CCCN(C(=O)COc2ccc(C(C)(C)C)cc2)CC1 (stereo not given)	-10	7
COc1ccc(Cl)c(-c2cc(C(=O)Nc3ccccc3)[nH]n2)c1	0	4
O=C1/C(=C\c2cccnc2)CCc2ccccc21	-14	-6
Cc1cc(C(=O)N/N=C/c2cc(Br)ccc2OC(=O)c2ccccc2Cl)n[nH]1	41	-10
CCC(=O)Nc1nc(C)nc(C)c1C(C)=O	10	-4
Cc1ccccc1C(=O)N/C(=C/c1ccc(-c2cccnc2Cl)o1)C(=O)NCCCN1CCN(C)CC1	22	1
COc1cc(OC)c(C(=O)Nc2ncn[nH]2)cc1OC	6	5
O=C(O)CCC(=O)N1N=C(c2ccccc2)CC1c1ccc2c(c1)OCO2 (stereo not given)	-5	-7
O=C(c1ccc2c(=O)n(CC3CCCO3)c(=S)[nH]c2c1)N1CCN(c2ccccc2)CC1 (stereo not given)	-19	7
CCNC(=S)/N=C(/Nc1ccccc1)Nc1nc(C)cc(C)n1	-9	-5
O=C(c1sc2ccccc2c1Cl)N1CCN(c2ccc(F)cc2)CC1	-26	4
CCCc1nc2oc3ccccc3c(=O)c2c(=O)n1-c1ccccc1	15	3
CCOc1nc(-c2ccccc2)ncc1Oc1ccccc1	-23	-5
O=C(NCc1cccs1)c1cnc2sccn2c1=O	-4	7
CC(Oc1cccc(Br)c1)C(=O)NNC(=O)CCNC(=O)c1ccccc1Cl (stereo not given)	-1	1
COc1ccc(NC(=O)c2ccco2)cc1S(=O)(=O)N1CCCCC1	-3	-9
CCOC(=O)CSc1nnc(-c2ccc(Cl)cc2Cl)o1	5	5
CC(C)OC(=O)c1cc(NC(=S)Nc2ccc([N+](=O)[O-])cc2)cc(C(=O)OC(C)C)c1	16	-11
Oc1c(Cl)cc(CN2CCOCC2)c2cccnc12	49	-43
Cc1cccc(N(Cc2cc3ccccc3[nH]c2=O)C(=O)c2cccs2)c1	-21	5
CCCC(C)(C)NC(=O)CCCCC(=O)NC(C)(C)CCC	17	-14
Cn1c(=O)c2cc(NC(=O)CCc3ccc(O)cc3)ccc2n1Cc1cccc(C(F)(F)F)c1	0	18

One compound at a time (already shown). Screens in order: TAG inh	TAG inh DAPI viability
`Oc1c(Cl)cc(CN2CCOCC2)c2cccnc12` across the screens: 49	-43
`CC(C)OC(=O)c1cc(NC(=S)Nc2ccc([N+](=O)[O-])cc2)cc(C(=O)OC(C)C)c1` across the screens: 16	-11
`CCCC(C)(C)NC(=O)CCCCC(=O)NC(C)(C)CCC` across the screens: 17	-14

The list continues:
Compound	TAG inh	TAG inh DAPI viability
CC(=O)c1cccc(-c2ccnc3c2CC(C(=O)NCc2ccc(N4CCN(C)CC4)cc2)O3)c1 (stereo not given)	22	-4
COc1cccc(C(=O)N2CCn3c2nc2ccccc23)c1	3	0
C=CCN1c2ccccc2[C@]23C[C@@H](C(=O)OC)N=C2NC(C(=O)OC)=C(C(=O)OC)[C@H]13	1	1
CCc1ccc(-c2nnn(CC(=O)N(C3CCCC3)C3CCS(=O)(=O)C3)n2)cc1 (stereo not given)	12	-9
CC(C)c1ccc(NC(=O)COc2nnc(-c3cccs3)c(-c3cccs3)n2)cc1	-3	9
Cc1ccc(S(=O)(=O)N(Cc2ccc(C(F)(F)F)cc2)C(=O)N2CCN(C)CC2)cc1	-8	7
CCOc1ccccc1NC(=O)CCC(=O)Nc1ccccc1OCC	59*	-12*
Cc1nc2c(S(=O)(=O)c3ccccc3)cnn2c(C)c1C	8	3
CNC(=O)c1ccccc1S(=O)c1ccccc1COC(C)=O (stereo not given)	2	-2
c1ccc(-c2cnc(-c3ccccn3)nn2)cc1	9	4
O=C(Nc1ccc(C(O)c2ccccc2)cc1)[C@@H]1O[C@H](CO)[C@@H](O)[C@H]1O (stereo not given in full)	-3	10
Cc1cccc(OCc2n[nH]c(=S)o2)c1C	9	-3
Cn1c(=O)c2c(nc(OC3CCCCCC3)n2C)n(C)c1=O	6	-2
CS(=O)(=O)c1ccccc1C(=O)N1CCN(Cc2ccccc2)CC1	-15	2
COc1cc(OC)cc(C(=O)OCn2nnc3ccccc3c2=O)c1	-14	5
O=C(NCCn1ccc2ccccc21)c1ccc2c(c1)OCO2	-7	1
O=C1Nc2cc(C(=O)N3CCOCC3)ccc2S/C1=C/c1ccccc1F	4	3
CCOC(=O)C1=C(C)NC(C)=C(C(=O)OCC)C1C(=O)OCC(=O)c1ccc2c(c1)OCCO2	-27	2
COc1ccccc1COCC(O)CN1CCN(S(=O)(=O)c2cccc(F)c2)CC1 (stereo not given)	-3	4
CCCn1c(SCc2cc(=O)oc3ccc4ccccc4c23)n[nH]c1=O	-3	-2
O=C(NC1CCCc2ccccc21)c1cccc(S(=O)(=O)N2CCN(c3ccccc3)CC2)c1 (stereo not given)	12	4
N#CC1C(C#N)N2CCCN2C1c1ccc(Cl)cc1 (stereo not given)	5	-8
CCCCN1C(=O)c2ccc(C(=O)Nc3c(N)n(CCCC)c(=O)n(C)c3=O)cc2C1=O	8	-8
COc1ccc(NC(=S)NCc2ccco2)c(OC)c1	0	-3
CCOc1ccc(OCCOC(=O)CNC(=O)c2ccc(Cl)cc2Cl)cc1	19	-4
C/C(=N\NC(=S)NC1CCCCC1)c1c(F)cccc1F	4	-12

An excerpt of the results above, for reference:
Compound	TAG inh	TAG inh DAPI viability
O=C(NC1CCCc2ccccc21)c1cccc(S(=O)(=O)N2CCN(c3ccccc3)CC2)c1 (stereo not given)	12	4
N#CC1C(C#N)N2CCCN2C1c1ccc(Cl)cc1 (stereo not given)	5	-8
CCCCN1C(=O)c2ccc(C(=O)Nc3c(N)n(CCCC)c(=O)n(C)c3=O)cc2C1=O	8	-8
COc1ccc(NC(=S)NCc2ccco2)c(OC)c1	0	-3
CCOc1ccc(OCCOC(=O)CNC(=O)c2ccc(Cl)cc2Cl)cc1	19	-4
C/C(=N\NC(=S)NC1CCCCC1)c1c(F)cccc1F	4	-12

A portion of the library; the hit share may differ from the screen's.
